Assay outcomes (PubChem BioAssay)
TAAR1 ag: human TAAR1 agonism | Q96RJ0 | 360,000 tested, 0.99% active | activation, % at 3 µM | CHO RD-HGA16 TAAR1, Fluo-8 calcium fluorescence; vehicle wells 0%, saturating PEA agonist 100%;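 active = activation above the mean activation of all test compounds in the run plus 3 SD, cut at about 38% in these data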
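Benchmarks: low control DMSO, high control PEA (EC100); System: CHO RD-HGA16 cells carrying human TAAR1 plus Gα16; Detection: Fluo-8 fluorescence, 5 s baseline then 140 s kinetic read; Schedule: 17-24 h plating, Fluo-8 75 min 37 °C, 30 min RT; Read-out basis: % activation from peak over basal fluorescence ratio, DMSO-to-PEA scaled.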
CHRM5 PAM: CHRM5 positive allosteric modulation | AID 624038 | P08912 | 360,000 tested, 0.3% active | activation, % at 3 µM | CHO-K1 hM5, Fluo-8 calcium, ACh EC20 PAM; 0% = ACh EC20, 100% = ACh EC100;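 active = activation above the run cutoff, the mean activation of all test compounds plus 3 SD, cut at about 18% in these data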
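System: CHO-K1 cell line with stable human muscarinic M5 receptor expression | Also added: EC20 acetylcholine as agonist stimulus | Compound: One concentration, 3 µM final (nominal) | Timing: Fluo-8 loading 80 min at 37 °C plus 30 min room temperature | Measured by: Fluo-8 calcium dye fluorescence, kinetic read | Read-out basis: % activation, ACh-normalized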
CHRM4 agonist: CHRM4 agonism in calcium assay | activation, % at 3 µM | CHO-K1 hM4/Gqi5, Fluo-8 calcium fluorescence; vehicle 0%, full acetylcholine response 100% | 360,000 tested, 0.14% active | P08173;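 active = activation above the run mean over all test wells plus 3 SD, cut at about 32% in these data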;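 also: peak over basal fluorescence ratio per well then scaled between controls; 0% = DMSO wells and 100% = acetylcholine at EC100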
Target sequence (P08173 whole entry, looked up): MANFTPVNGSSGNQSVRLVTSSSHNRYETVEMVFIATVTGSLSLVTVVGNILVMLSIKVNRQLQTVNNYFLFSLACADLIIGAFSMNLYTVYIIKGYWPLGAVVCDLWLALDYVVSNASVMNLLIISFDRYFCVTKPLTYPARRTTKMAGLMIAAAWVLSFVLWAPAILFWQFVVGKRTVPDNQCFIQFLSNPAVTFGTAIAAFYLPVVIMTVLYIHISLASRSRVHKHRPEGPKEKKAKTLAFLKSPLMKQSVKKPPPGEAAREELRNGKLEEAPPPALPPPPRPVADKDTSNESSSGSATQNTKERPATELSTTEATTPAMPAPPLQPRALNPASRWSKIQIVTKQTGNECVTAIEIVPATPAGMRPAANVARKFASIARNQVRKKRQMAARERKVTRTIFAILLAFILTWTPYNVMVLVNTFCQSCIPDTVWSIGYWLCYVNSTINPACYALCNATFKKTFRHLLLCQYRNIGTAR
M1 antag: blocks human M1 muscarinic receptor. P11229. CHO-K1 hM1, Fluo-8 calcium fluorescence, ACh EC80 antagonist. inhibition, % at 3 µM. 360,000 tested, 1.3% active;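 active = percent inhibition above its own plate's cutoff, namely the mean of that plate's compound wells plus 3 SD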;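 also: peak over basal fluorescence ratio during 140 s after agonist addition; 0% = ACh EC80 plus DMSO and 100% = DMSO alone without agonist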
Target sequence (P11229 whole entry, looked up): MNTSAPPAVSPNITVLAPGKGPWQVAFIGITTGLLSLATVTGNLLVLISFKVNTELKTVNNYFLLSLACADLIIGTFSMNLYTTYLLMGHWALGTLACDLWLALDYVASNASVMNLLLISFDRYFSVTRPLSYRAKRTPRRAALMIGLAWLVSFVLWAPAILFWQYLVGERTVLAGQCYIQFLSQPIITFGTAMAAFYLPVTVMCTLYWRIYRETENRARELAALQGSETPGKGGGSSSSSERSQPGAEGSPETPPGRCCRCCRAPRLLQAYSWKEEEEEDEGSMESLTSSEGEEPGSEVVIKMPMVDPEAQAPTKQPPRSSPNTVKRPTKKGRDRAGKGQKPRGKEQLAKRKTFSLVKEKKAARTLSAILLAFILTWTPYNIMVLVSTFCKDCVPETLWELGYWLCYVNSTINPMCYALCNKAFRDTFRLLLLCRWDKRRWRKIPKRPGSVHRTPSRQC
M4 antag: CHRM4 antagonism in calcium assay; P08173; CHO-hM4 cells, ACh EC80, Fluo-8 calcium fluorescence; inhibition, % at 3 µM; 360,000 tested, 0.73% active;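 active = inhibition above its plate's cutoff, the mean inhibition of sample wells plus 3 SD, cut at about 27% in these data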;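 also: 0% = acetylcholine EC80 with DMSO and 100% = DMSO without agonist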
CHRM5 antagonist: CHRM5 antagonism in calcium assay. P08912. CHO-hM5 cells, Fluo-8 calcium fluorescence, ACh EC80. inhibition, % at 3 µM. 360,000 tested, 0.59% active;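 active = inhibition above a per-plate cutoff, the mean of that plate's test compounds plus 3 SD, cut at about 27% in these data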;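 also: 0% = acetylcholine EC80 with DMSO and 100% = DMSO without agonist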
M5 ag: agonists of human muscarinic M5 receptor (CHRM5). 360,000 tested, 0.19% active. activation, % at 3 µM. CHO-K1 hM5 cells, Fluo-8 calcium fluorescence; 0% DMSO wells, 100% maximal acetylcholine response;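 active = activation above the run's mean over test compounds plus 3 SD, cut at about 23% in these data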;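 also: signal is peak over basal fluorescence ratio across the kinetic read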
M1 ag: agonists of human M1 muscarinic receptor; activation, % at 3 µM; 360,000 tested, 0.33% active; CHO-K1 hM1, Fluo-8 calcium fluorescence, agonist mode; 0% DMSO, 100% acetylcholine EC100;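 active = activation above the run's mean compound activation plus 3 SD, cut at about 16% in these data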;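 also: peak over basal fluorescence ratio within a 140 s kinetic read after compound addition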
CHRM1 PAM: positive allosteric modulators of human M1 muscarinic receptor; AID 588819; activation, % at 3 µM; CHO-K1 hM1, Fluo-8 calcium fluorescence, ACh EC20; 0% = ACh EC20, 100% = maximal ACh; 360,000 tested, 0.088% active; in the data active = activation above about 19%, passing the limit was not always enough
Active calls of the source: *; / = no result given. These rows are one share of the data (hit frequency here may not be typical).

Results follow in this order: TAAR1 ag	CHRM5 PAM	CHRM4 agonist	M1 antag	M4 antag	CHRM5 antagonist	M5 ag	M1 ag	CHRM1 PAM
- O=c1[nH]c2cc(Cl)ccc2n1-c1ccccc1
  10.7	-3.8	-0.5	-4.3	-9.1	-7.0	1.6	-2.8	2.6
- Cc1ccc(C)c(C(C)NC(=O)c2ccc(Br)o2)c1 (centres undefined)
  4.4	10.0	-0.4	-2.6	-18.3	-3.3	-10.4	-2.9	10.7
- Cc1ccc(CS(=O)Cc2ccc(C(=O)NCc3ccccc3)o2)cc1 (centres undefined)
  -0.8	-1.2	2.1	10.0	-10.8	0.8	-3.5	-3.0	-0.5
- COC(=O)N1c2ccccc2C=Cc2ccccc21
  2.4	8.2	-0.8	-5.8	-6.2	-3.2	-2.2	-9.7	2.4
- O=C(CSc1nnc(-c2ccccc2)n1-c1ccc(Cl)cc1)N/N=C/c1ccccc1C(=O)O
  -1.2	3.3	-0.2	5.7	2.7	-0.7	-0.7	-3.3	-1.0
- CC(C)(C)C(=O)NC(=S)Nc1ccccc1C(=O)Nc1ccccc1
  10.8	1.0	0.7	0.4	-1.5	-2.8	3.4	-4.1	1.8
- C=C1C2(C(=O)Nc3nccs3)CCC(C2)C1(C)C (centres undefined)
  1.8	5.7	-0.2	-2.7	-1.8	3.2	-0.9	-5.0	14.7
- CC(C)n1c(=O)c2ccccc2n1C(=O)c1ccccc1
  0.3	-5.9	-2.9	-22.3	-0.4	-2.9	-4.0	-4.6	3.0
- CCN(C(=O)CSc1n[nH]c(-c2cccs2)n1)C1CCS(=O)(=O)C1 (centres undefined)
  0.8	-0.2	0.0	-7.4	1.9	-7.5	-2.0	-4.0	5.4
- Cc1ccc(/C=C/C(=O)c2nc3ccccc3[nH]2)cc1
  14.8	-6.8	0.9	0.2	0.7	1.3	0.5	-3.7	8.0
- CCOc1ccccc1N(C)S(=O)(=O)c1ccc2c(c1)CCN2C(=O)CCC(=O)O
  1.2	1.3	0.1	-7.5	4.9	4.0	-4.4	-3.0	4.4
- O=C(COC(=O)c1ccc2ncsc2c1)NCc1ccc(Cl)cc1
  4.3	-5.1	17.3	4.8	5.2	5.6	6.2	-1.1	0.8
- CC1CC(C)CN(C(=O)COC(=O)c2cccc([N+](=O)[O-])c2)C1 (centres undefined)
  6.5	-10.6	18.4	21.2	3.3	18.7	0.1	-3.4	-5.4
- COc1ccc(C(C)=O)cc1CC(=O)NCCCn1ccnc1
  -1.5	5.2	0.7	-15.0	16.8	3.9	-4.5	-11.6	6.6
- CCOC(=O)C1CCC(CN(Cc2ccccc2)S(=O)(=O)c2ccc([N+](=O)[O-])cc2)CC1 (centres undefined)
  5.5	6.6	0.1	8.2	-8.4	-12.5	-2.4	-8.8	-2.4
- CC(=O)Nc1ccc(Oc2cc(N)cc([N+](=O)[O-])c2)cc1
  2.2	-6.9	3.2	5.4	-10.9	8.8	3.0	-4.9	-5.8
- CCOC(=O)C1=C(C)NC(c2cccs2)C(=O)N1 (centres undefined)
  11.5	-1.7	1.0	-10.0	4.0	-4.3	-3.9	-7.3	8.9
- COc1cccc(CC(=O)OC(C)C(=O)NCc2ccc3c(c2)OCO3)c1 (centres undefined)
  2.2	5.4	1.4	-18.0	-0.8	3.2	-3.7	-3.1	10.2
- CCOc1ccc(NC(=S)N2CCN(CCN3C(=O)c4cccc5cccc(c45)C3=O)CC2)cc1
  -3.4	1.3	0.5	-7.8	-10.5	-0.1	-2.9	-9.3	6.0
- O=C(NNc1ccccc1)/C(=C\c1cccnc1)NC(=O)c1ccccc1
  4.0	-15.2	5.6	11.7	-12.1	14.5	-1.4	-3.0	-5.8
- COc1cc2c(cc1OC)C(=O)CC(C)S2 (centres undefined)
  13.3	6.8	-0.3	-12.8	7.8	-1.0	1.3	-3.6	13.5
- CCCCCCCCN1C(=O)[C@H](CC(=O)NCC2CCCCC2)C[C@@]2(C(=O)OC)CCCCC=C12
  4.5	1.9	-1.2	/	-2.0	-4.2	-2.4	/	/
- CN(C)C(CNC(=O)c1ccc2c(=O)n(-c3ccccc3F)c(=S)[nH]c2c1)Cc1ccccc1 (centres undefined)
  1.2	-6.2	6.3	0.1	-4.8	4.0	-4.4	-7.6	-2.6
- O=c1c2cc3ccccc3nc2ncn1CCc1ccc(Cl)cc1
  3.3	8.6	9.2	/	-3.6	-10.0	2.1	/	/
- Clc1ccc2oc(-c3ccccc3)cc(=NCCCN3CCOCC3)c2c1
  4.3	5.3	0.9	-5.8	8.6	-0.9	-2.7	-4.2	7.2
- CC(C)C[C@@H]1O[C@H](C(C)C)Cc2[nH][nH]c(=O)c21
  0.4	-9.6	-0.4	/	4.5	6.3	-1.5	/	/
- O=C(COC(=O)c1cc(S(=O)(=O)N2CCOCC2)c(Cl)cc1Cl)NCc1ccco1
  5.0	-16.2	4.3	1.0	-0.5	7.4	5.4	-0.6	-7.5
- CCCCn1nnc(NC(=O)CCC)n1
  8.3	12.7	-0.3	-2.1	8.0	-7.5	-1.8	-5.1	3.9
- COc1ccc(N2CCN(C(=O)c3ccc(-c4ccccc4)cc3)CC2)cc1
  0.6	-3.2	0.2	-0.9	19.0	11.3	-2.5	-4.0	0.1
- CCOC(=O)CNC(=S)N(Cc1ccco1)Cc1ccccc1Cl
  4.0	-6.1	-0.4	-7.7	2.3	3.3	-10.2	-3.5	6.7
- CCN1C(=O)[C@@H]2[C@@H](c3ccc(-c4ccc(F)cc4)c(OC)c3)N3CCCC[C@@]3(C(=O)OC)[C@@H]2C1=O
  14.7	8.7	1.7	10.9	6.3	1.7	-1.7	-6.4	-9.2
- CCCOc1ccc2oc(=O)c3c(c2c1)CCCN3C(=O)CN1CCN(c2ncccn2)CC1
  3.4	-7.9	0.4	-10.3	-10.6	-8.9	-1.2	-3.4	-1.8
- COc1ccc(Cc2nnc(NC(=O)c3c(-c4ccccc4)noc3C)s2)cc1
  22.3	1.8	1.5	-12.3	5.2	3.1	-1.5	-3.1	7.2
- c1nc(NC2CCCCC2)c2[nH]cnc2n1
  10.7	3.5	1.4	-4.5	-0.6	-5.3	-0.8	-2.5	-0.3
- COc1ccc(S(=O)(=O)N2CC=C(C(=O)NC3CCCC3)CC2)cc1
  0.6	-1.2	1.0	-9.5	2.7	-1.5	-2.2	-2.6	4.7
- Cc1ccc2c(c1)N(CC(=O)NC(C)CCc1ccccc1)C(=O)c1cccnc1O2 (centres undefined)
  1.8	-5.7	5.3	-0.1	-8.7	-0.1	2.5	-0.1	0.0
- COc1ccc(N(CC(=O)NC2CCCCC2C)S(=O)(=O)c2c(C)nn(C)c2C)cc1 (centres undefined)
  3.2	-1.8	1.3	-7.1	-13.2	-7.0	-0.8	-3.5	2.4
- COc1ccc(C)cc1NC(=O)C1CCN(S(=O)(=O)c2c(C)noc2C)CC1
  0.9	3.6	2.3	-2.9	-5.5	-4.2	-5.2	-3.0	4.8
- Cc1cc2n(n1)C(c1c[nH]c3ccccc13)Nc1ccccc1-2 (centres undefined)
  /	-1.4	4.3	7.2	5.6	5.6	-1.9	-2.2	-3.8
- COc1cccc(NC(=O)N2CCc3nc(NCc4cccc(Oc5ccccc5)c4)ncc3C2)c1
  1.7	-6.2	9.7	14.5	18.2	9.1	1.2	-3.8	-17.9
- CCOC(=O)[C@@H]1[C@H]2COc3ccccc3[C@H]2N2C(=O)N(c3ccc(OC)cc3)C(=O)[C@]12C
  12.4	12.4	0.6	2.6	-8.6	-4.5	0.3	-4.5	-1.7
- CCOC(=O)c1sc(NC(=O)CSc2nc(-c3ccco3)cc(C(F)(F)F)n2)c(C(=O)OC)c1C
  0.4	-9.5	0.8	-6.2	1.0	1.9	-0.4	-3.4	1.5
- CCS(=O)(=O)c1ccc2c(c1)N(S(=O)(=O)c1ccc(C)cc1)CC(C(=O)O)O2 (centres undefined)
  16.1	-6.0	0.2	-3.5	-12.1	-8.8	-2.5	-6.6	12.2
- COC(=O)c1ccc2ccccc2c1OC1OC(CO)C(O)C(O)C1NC(C)=O (centres undefined)
  4.0	-4.8	0.8	-14.9	3.3	4.9	0.4	-1.2	9.3
- CCN(/N=C/C=C/c1ccccc1)c1cc(=O)n(C)c(=O)[nH]1
  2.0	-2.2	0.8	-3.1	3.5	8.2	-3.2	-6.2	11.0
- CC(=O)c1ccc(OCc2cc(C(=O)NC(C)c3cnn(C)c3)no2)cc1 (centres undefined)
  2.4	-7.1	1.4	5.8	5.3	21.9	-0.3	-0.9	-2.3
- COc1ccccc1N(C)S(=O)(=O)c1ccc(C(=O)Nc2ccc(N3CCOCC3)cc2)cc1
  14.0	-5.3	13.4	-17.3	-4.2	9.2	11.2	0.5	16.0
- CN(Cc1nc2ccccc2c(=O)[nH]1)C(=O)c1cc(-c2ccc(Br)cc2)nc2ccccc12
  3.4	4.3	0.8	0.2	6.6	2.0	0.6	-2.6	1.7
- O=c1[nH]c2ccc(Cl)cc2c(-c2ccccc2)c1N1CCOCC1
  0.1	2.7	0.0	-2.8	-2.4	-1.0	0.1	-1.1	8.3
- Cc1ccccc1NC(=O)Cc1nc(CSc2nnc(-c3ccc4c(c3)OCO4)o2)cs1
  15.4	-13.9	9.8	25.1	0.5	11.8	-0.3	2.5	-17.0

An excerpt of these results, as tab-separated lines.
molecule	TAAR1 ag	CHRM5 PAM	CHRM4 agonist	M1 antag	M4 antag	CHRM5 antagonist	M5 ag	M1 ag	CHRM1 PAM
COC(=O)c1ccc2ccccc2c1OC1OC(CO)C(O)C(O)C1NC(C)=O (centres undefined)	4.0	-4.8	0.8	-14.9	3.3	4.9	0.4	-1.2	9.3
CCN(/N=C/C=C/c1ccccc1)c1cc(=O)n(C)c(=O)[nH]1	2.0	-2.2	0.8	-3.1	3.5	8.2	-3.2	-6.2	11.0

Additional records:
Results follow in this order: TAAR1 ag	CHRM5 PAM	CHRM4 agonist	M1 antag	M4 antag	CHRM5 antagonist	M5 ag	M1 ag	CHRM1 PAM
- NC(=S)Cc1nc2n(n1)Cc1ccccc1-2
  0.0	8.3	0.1	1.3	6.3	-10.4	2.6	-3.7	3.1
- CCn1c(Cc2ccccc2)nnc1SCC(=O)Nc1ccccc1N1CCOCC1
  -0.4	3.6	-0.1	-5.1	-1.2	-0.1	-16.1	-3.2	3.8
- COc1ccc(CNC(=O)C(=O)NCCCn2ccnc2)cc1
  1.3	-0.4	2.3	-12.0	-0.7	10.3	-3.1	-7.0	8.1
- Cc1nc(-c2ccc(Cl)cc2)sc1C1(C)CC(c2ccccc2Br)=NO1 (centres undefined)
  7.5	7.2	2.0	3.0	-10.7	-0.8	2.9	-3.0	0.3
- CC(C)CCNC(=S)Nc1ccccn1
  7.3	-2.5	1.0	1.6	-3.6	8.6	-6.0	-7.9	-0.8
- CCOc1cc(/C=N/NC(N)=O)cc(Br)c1OCc1ccccc1F
  6.3	3.6	-0.7	4.5	-8.9	-1.9	1.1	-5.1	6.6
